# Growth percent in the NCI-60 one-dose screen (48 h, 10 µM unless noted): 100 = growth as untreated, 0 = no growth, -100 = all killed.
# UACC-62 – UACC-62 melanoma; 5.4% of 81,000 active; AID 1794756
# SK-MEL-28 – SK-MEL-28 melanoma; 4.1% of 81,000 active; AID 1794761
# MALME-3M – MALME-3M melanoma; 5.8% of 78,000 active
# HS 578T – HS 578T breast cancer. 4.1% of 78,000 active. AID 1794788
# LOX IMVI – LOX IMVI melanoma | 7.4% of 79,000 active | AID 1794757
# SK-MEL-5 – SK-MEL-5 melanoma. 6.4% of 80,000 active. AID 1794755
# UACC-257 – UACC-257 melanoma. AID 1794764. 4.4% of 78,000 active
# SK-MEL-2 – SK-MEL-2 melanoma; 4.7% of 77,000 active; AID 1794763
# * hit, by the source's call; . = no result given; & = joins results of further samples; [ ] = dose if it differs, or a comment. How the source made its calls: active means growth percent below 10; inactive means the rest.
SMILES,UACC-62,SK-MEL-28,MALME-3M,HS 578T,LOX IMVI,SK-MEL-5,UACC-257,SK-MEL-2
C=CCC(O)C=C (configuration not stated),104,105,81,101,97,102,94,106
COc1ccc(-c2cc(-c3ccccc3)nc(N3CCN(CCNc4ccnc5cc(Cl)ccc45)CC3)n2)cc1,62,-93*,-88*,66,-95*,-99*,-85*,-9.5*
ClC(Cl)(Cl)C1CO1 (configuration not stated),107,105,84,95,101,108,105,105
CCOC(=O)c1sc2nc(/C=C/c3cccc(OC)c3OC)[nH]c(=O)c2c1C,95,102,140,96,104,109,96,95
O=C(NCCNc1nccc(-n2ccc3cccnc32)n1)c1ccccc1,93,105,101,105,101,100,106,113
CN[C@@H](CC(C)C)C(=O)NCCc1c[nH]c2cc(Br)c(Br)cc12,82,96,83,84,67,93,76,79
O=c1[nH]n(C(=S)N/N=C/c2ccc(F)cc2)c(=O)c2ccccc12,45,91,80,92,-25*,73,95,83
Cc1ccc(NC(=O)CN2CCN(c3cc(=O)n(-c4ccccc4)c4ccccc34)CC2)cc1,65,97,88,82,86,41,74,99
Nc1c(C(=O)N2c3ccccc3Sc3ccccc32)sc2nc3c(cc12)CCCCCC3,69,87,89,84,87,75,89,92
COC(=O)C1(C(C)C(=O)c2ccc(Cl)cc2)NC(=S)NC(=O)C1C#N (configuration not stated),96,104,100,107,94,100,112,103
CC1C2CCC3C4CC=C5CC(N(C)C)CCC5(C)C4CCC32CN1C (configuration not stated),100&90,100&92,104&107,86&82,84&57,92&95,97&97,94&96
COc1ccc(C2Nc3nc(-c4cccnc4)nn3C(N)=C2C#N)cc1 (configuration not stated),98,111,106,95,95,101,.,109

# Some entries already given, limited to UACC-62, SK-MEL-5 and LOX IMVI.
smiles,UACC-62,SK-MEL-5,LOX IMVI
ClC(Cl)(Cl)C1CO1 (configuration not stated),107,108,101
CCOC(=O)c1sc2nc(/C=C/c3cccc(OC)c3OC)[nH]c(=O)c2c1C,95,109,104

# (more compounds)
SMILES,UACC-62,SK-MEL-28,MALME-3M,HS 578T,LOX IMVI,SK-MEL-5,UACC-257,SK-MEL-2
N#Cc1ccc(-c2ccc(-c3cccs3)o2)cc1F,82,92,87,51,80,84,.,71
O=S(=O)(Nc1ccc(Cl)c(C(F)(F)F)c1)c1ccc(-c2nnc(C3CCCCC3)o2)cc1,84,101,95,92,98,95,96,102
COc1ccc2c(c1)c1cc3ccncc3nc1n2C,62,99,77,85,42,63,90,87
C#C[C@]1(O)CC[C@H]2[C@@H]3CC=C4c5sc(Nc6cc(C)cc(C)c6)nc5CC[C@]4(C)[C@H]3CC[C@@]21C,-16*,-38*,-4.3*,-11*,-68*,-43*,16,14
CC1CCC(C)N1CCCCN1C(C)CCC1C (configuration not stated),93,101,94,105,90,101,99,97
COc1cccc(NC(=O)CCC(=O)O)c1,107,103,95,108,95,103,.,93
Cc1[nH]c(=S)oc1C,103,108,109,111,94,100,95,102
Cc1ccc(C)c2c1C(=O)OC2=O,101,93,88,114,98,102,102,85
CC(=O)C(N=Nc1ccc(-c2ccc(N=NC(C(C)=O)C(=O)Nc3ccc(C)cc3C)c(Cl)c2)cc1Cl)C(=O)Nc1ccc(C)cc1C (configuration not stated),96,118,89,108,92,104,101,105
COc1ccc(Nc2ncccc2/C=C/c2cc(OC)c(OC)c(OC)c2)cc1OC,65,99,90,98,97,88,82,68
CCOC(=O)c1c(C(=O)O)[nH]c(C)c1C,100,108,100,105,94,98,91,104
CC(C)(C)OC(=O)CC[C@H](N)C(=O)O,94[20 µM],104[20 µM],96[20 µM],109[20 µM],98[20 µM],103[20 µM],108[20 µM],109[20 µM]

# Some values from the entries so far:
# C#C[C@]1(O)CC[C@H]2[C@@H]3CC=C4c5sc(Nc6cc(C)cc(C)c6)nc5CC[C@]4(C)[C@H]3CC[C@@]21C @ SK-MEL-5 = -43*
# N#Cc1ccc(-c2ccc(-c3cccs3)o2)cc1F @ HS 578T = 51

# Next section
SMILES,UACC-62,SK-MEL-28,MALME-3M,HS 578T,LOX IMVI,SK-MEL-5,UACC-257,SK-MEL-2
O=C1Nc2c(ccc(Cl)c2Cl)/C1=C\c1ccc(C(F)(F)F)cc1,62,97,97,64,67,.,98,91
CC(C)C(=O)NCCCCN1CCCCC1,.,104,92,112,94,105,.,107
O=C(CCCCCN1CC(=O)N2[C@@H](c3ccc(Br)cc3)c3[nH]c4ccccc4c3C[C@H]2C1=O)NO,60,92,66,75,85,87,88,106
CSc1ncc(C)c(Nc2ccc(Br)cc2)n1,79,112,127,92,99,94,98,98
Cc1cnc(SCc2ccccc2Cl)[nH]c1=O,101,116,117,117,97,102,112,121
Cc1ccc(Br)c(O)c1,.,109,100,102,85,97,69,99
Cc1c(C(=O)Nc2ccccc2)sc2c(=O)[nH]cnc12,95,104,109,98,92,101,115,88
NC(=O)CC1CCCCC1,99,101,114,99,101,99,96,96
COc1ccc(-c2nc3c4c(-c5ccccc5)c(-c5ccccc5)n(Cc5ccccc5)c4ncn3n2)cc1,55,109,57,70,57,38,84,65
O=c1cc(N2CCNCC2)c2ccccc2n1-c1ccccc1,93,109,103,101,99,101,103,107
Cc1ccnc(NS(=O)(=O)c2ccc(NC(=O)Nc3ccc(Cl)c(C(F)(F)F)c3)cc2)n1,94,105,87,117,85,97,99,.
Cc1cc(Nc2ccc(CCO)cc2)nc(N)n1,99,106,107,114,101,100,108,108

# The closing 7 compounds of the part before lead into the next.
SMILES,UACC-62,SK-MEL-28,MALME-3M,HS 578T,LOX IMVI,SK-MEL-5,UACC-257,SK-MEL-2
Cc1ccc(Br)c(O)c1,.,109,100,102,85,97,69,99
Cc1c(C(=O)Nc2ccccc2)sc2c(=O)[nH]cnc12,95,104,109,98,92,101,115,88
NC(=O)CC1CCCCC1,99,101,114,99,101,99,96,96
COc1ccc(-c2nc3c4c(-c5ccccc5)c(-c5ccccc5)n(Cc5ccccc5)c4ncn3n2)cc1,55,109,57,70,57,38,84,65
O=c1cc(N2CCNCC2)c2ccccc2n1-c1ccccc1,93,109,103,101,99,101,103,107
Cc1ccnc(NS(=O)(=O)c2ccc(NC(=O)Nc3ccc(Cl)c(C(F)(F)F)c3)cc2)n1,94,105,87,117,85,97,99,.
Cc1cc(Nc2ccc(CCO)cc2)nc(N)n1,99,106,107,114,101,100,108,108
COc1ccc2c(c1)C(c1cc(OC)c3c(c1)OCO3)C1=C(COC1=O)N2 (configuration not stated),47,60,54,21,20,.,66,33
COCC(=O)Nc1ccc(Cl)c(Cl)c1,122,108,103,101,99,104,97,91
CSC(N)=NC(c1ccccc1)c1ccccc1,92,100,91,91,86,96,.,92
CCOC(=O)c1c(C)nc2ccccc2c1/C=C/c1ccc(F)cc1,50,101,99,96,74,17,83,75
COc1ccc(-c2nn(-c3ccccc3)cc2/C=C2\SC(=S)N(C3CCCCC3)C2=O)cc1,82,100,91,103,89,100,104,108
O=C(O)C1C[C@](O)(c2ccccc2Cl)[C@@H](c2ccccc2Cl)O1 (some centres not stated),102,91,108,75,95,113,94,86
CCOC(=O)C[C@@H]1C(=O)N2CC[C@@]3(C(=O)Nc4ccc(Br)cc43)[C@@H]2C[C@@H]1C(=O)OCC,97,100,97,103,.,99,101,103
Nc1ccc2cc(S(=O)(=O)O)cc(S(=O)(=O)O)c2c1N=Nc1ccc(S(=O)(=O)O)cc1,100,110,110,97,101,107,87,98
O=c1c2ccccc2nc(CN2CCCC2)n1/N=C/c1ccc(Cl)cc1,102,106,103,98,95,100,99,104
O=[N+]([O-])c1ccc(N/N=C(\c2ccccc2)c2ccc(O)cc2O)c([N+](=O)[O-])c1,106,115,95,106,92,104,101,107
COc1cc2oc(-c3ccccc3)c(CC(=O)N3CCOCC3)c2c(OC)c1OC,104,103,105,103,97,100,100,102
CSC1=N/C(=C\c2cccc(OCc3ccc(Cl)cc3)c2)C(=O)N1,70,100,99,104,84,78,100,88
C=C(C)[C@@H]1CC[C@]2(C(=O)NC(C)=O)CC[C@]3(C)[C@H](CC[C@@H]4[C@@]5(C)CCCNC(C)(C)[C@@H]5CC[C@]43C)[C@@H]12,82,-88*,-83*,52,-82*,-94*,-65*,-35*
Clc1nc(Cl)c2ncn(CC#CCn3cnc4c(Cl)nc(Cl)nc43)c2n1,-12*,-26*,-75*,.,-83*,-67*,.,65
Cc1cc(NCCCNc2ccnc3cc(Cl)ccc23)nc(Nc2ccc(C(=O)N3CCCCC3)cc2)n1,-71*,-71*,-91*,85,-77*,-99*,-73*,76
O=C(NN=C1CCCCC1)C(=O)NN=C1CCCCC1,109,100,127,115,113,100,108,91
CCOC(=O)NNC(=O)c1ccc(-n2nc(-c3ccccc3)c3ccccc32)cc1,101,102,98,80,91,91,96,109
CCOC(=O)C1=NN(c2ccccc2)C(=O)/C1=C\N1CCNC1=S,92,99,.,98,96,92,100,109
COc1ccc2[nH]c(O)c(/C=c3/ccc4c(c3)N=C(c3cc(OC)c(OC)c(OC)c3)N=4)c2c1,80,80,113,74,80,62,100,79
COc1c(OC(C)=O)cc2c(c1OC(C)=O)C1O[C@H](COC(C)=O)[C@@H](OC(C)=O)[C@H](OC(C)=O)[C@H]1OC2=O (some centres not stated),110,101,106,105,95,103,94,123
C=C(C)[C@@H]1CC[C@]2(c3ncc(C)o3)CC[C@]3(C)[C@H](CC[C@@H]4[C@@]5(C)CCC(=O)C(C)(C)[C@@H]5CC[C@]43C)[C@@H]12,57,100,93,98,88,92,86,103
N[C@@H](Cc1ccccc1)C(=O)O,104,119,94,98,106,99,102,94
CC(=O)CC(c1ccccc1)c1c(-c2ccccc2)[nH]c2cc(C)ccc12 (configuration not stated),66,100,88,71,91,87,95,95
Cc1ccc(CSc2ncnc3nc[nH]c23)cc1,88,104,.,112,96,106,124,120
O[C@H](c1cc(C(F)(F)F)nc2c(C(F)(F)F)cccc12)[C@H]1CCCCN1,83,98,94,80,82,93,72,94
CC[N+](C)(C)c1cccc(O)c1,108,109,132,114,106,107,103,.
CCN=c1sc2c(n1NC(=O)c1cc3ccc1CCc1ccc(cc1)CC3)C(=O)c1ccccc1C2=O,-54*,-81*,-87*,-9.0*,-84*,-97*,-90*,-41*
C/C(=N/NC(N)=S)c1ccc(O)cc1,94,96,98,84,78,98,76,106
CC(=O)NCCSC(=O)C(=O)SCCNC(C)=O,99,118,138,119,104,104,.,19
O=C(O)Cc1cc[nH]c1,104,107,101,108,102,110,109,109
COc1ccc(-c2n[nH]nc2-c2cc3ccccc3s2)cc1O,34,38,75,18,21,.,50,32
COC(=O)/C=C/NC(=O)c1ccccc1C(=O)OC,93,98,101,104,92,98,88,97
CC(=O)C1=C(C)NC(SCC(=O)Nc2ccc(S(N)(=O)=O)cc2)=NC1c1ccccc1 (configuration not stated),102,105,98,100,90,100,108,114
Cc1ccc(C(C)(C)C)cc1,93,104,87,128,100,113,103,115
COc1ccc(/C=C2/SC(N3CCN(c4ccc(Cl)cc4)CC3)=NC2=O)cc1OC,95,103,98,110,93,96,100,105
CN1CCCc2cc(/C=C3\SC(=S)N(C(Cc4ccc(O)cc4)C(=O)O)C3=O)ccc21 (configuration not stated),94,113,89,102,94,100,100,103
NC(=S)N1N=C(c2ccc3c(c2)OCO3)CC1c1ccc(F)cc1 (configuration not stated),88,100,.,.,75,99,96,87
O=C1C=C(c2ccccc2)OC(=O)C1C(=O)c1ccccc1 (configuration not stated),97&101,110&99,101&89,105,93&93,94&90,112&134,100&124
COc1ccc(C2CC(c3c(C)oc4c(OC)c5occc5c(OC)c4c3=O)=NN2c2ccccc2)cc1OC (configuration not stated),.,.,117,82,34,77,.,86
CC(=O)c1ccccc1[N+](=O)[O-],102,107,119,103,112,102,100,110
CC(C)(C)OC(=O)N[C@@H](Cc1ccccc1)C(=O)N(Cc1ccccc1)C1(C(=O)NCc2ccccc2)CCN(Cc2ccccc2)CC1,26,70,26,72,39,24,24,56
COc1ccc(C2=NOC3C4COC(O4)C(=O)C23)cc1 (configuration not stated),97,99,90,97,98,100,97,109
CCOC(=O)C1[C@@H]2C(=O)N(c3ccc(C)cc3)C(=O)[C@@H]2[C@H](c2cn(-c3ccccc3)nc2C)N1Cc1ccccc1 (some centres not stated),94,112,118,97,88,98,94,105
CCc1ccc(-c2cc(-c3ccccc3)n(-c3ccc(S(N)(=O)=O)cc3)n2)cc1,95,109,102,115,102,97,103,100
Cn1cc(-c2nnc(N)nc2-c2c[nH]c3ccccc23)c2cccnc21,34,55,38,41,.,24,62,24
N=NC(=O)c1ccccc1Nc1c(O)[nH]c2ccccc12,88,95,92,109,65,102,113,95
O=C(O)c1cccc(OCc2ccccc2)c1,111,103,107,112,102,103,88,98
Cc1cccc(NC(=O)c2ccccc2C(=O)O)c1,98,104,92,103,97,102,105,81
CS(=O)(=O)Nc1ccc(C(=O)/C=C2/C(=O)Nc3ccccc32)cc1,90,107,91,105,77,98,102,110
CCOC(=O)C(=O)O,108,99,90,99,101,102,102,117
Nc1c(C(=O)Nc2ccc(Cl)cc2)cnn1-c1ccc(S(N)(=O)=O)cc1,95,114,104,97,100,100,96,110
C=CC(=O)Nc1cccc(Nc2nc(SC)nc(-c3cccc([N+](=O)[O-])c3)c2C#N)c1,66,25,15,54,46,55,49,47
CS(=O)(=O)c1ccc(NN)c([N+](=O)[O-])c1,99,103,96,115,88,101,109,105
CCC(=O)C(CC)c1ccc(C)cc1 (configuration not stated),100,104,101,100,99,103,107,108
COc1ccc(NC(C)=O)cc1[N+](=O)[O-],105,95,103,94,106,104,93,119
CC1(C)CC2=C(C(=O)O1)C(c1ccccc1)NC(=O)N2 (configuration not stated),94,132,97,110,101,99,98,112
CCCCCCCCCCCCCCCCCCNC(=O)N1CC1,104,99,88,96,100,98,97,94
